# MrgX1 PAM: human MrgX1 positive allosteric modulation, primary screen; AID 588675; B-score at 10 µM; MrgX1-HEK293, Fluo-4 calcium flux, FDSS; active compounds read high; Q96LB2; hit rate 0.63% among 310,000;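 active means plate-corrected calcium response at least 3 library SD above typical, normal starting fluorescence, not activating the receptor alone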;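 further: compound read alongside a low EC10 to EC30 dose of BAM8-22 agonist; peak minus trough fluorescence over baseline measured at the second addition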
# TRPC6 activator: activates the mouse TRPC6 cation channel; Q61143; HEK293-TRPC6 membrane potential dye fluorescence; active compounds read high; B-score at 10 µM; hit rate 0.13% among 310,000; AID 2550;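 active means B-score of the integrated fluorescence ratio above library mean plus 3 SD, and starting fluorescence ratio within library mean plus 5 SD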;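 further: higher score means more depolarization so channel activation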
# Target sequence (Q61143 whole entry, looked up): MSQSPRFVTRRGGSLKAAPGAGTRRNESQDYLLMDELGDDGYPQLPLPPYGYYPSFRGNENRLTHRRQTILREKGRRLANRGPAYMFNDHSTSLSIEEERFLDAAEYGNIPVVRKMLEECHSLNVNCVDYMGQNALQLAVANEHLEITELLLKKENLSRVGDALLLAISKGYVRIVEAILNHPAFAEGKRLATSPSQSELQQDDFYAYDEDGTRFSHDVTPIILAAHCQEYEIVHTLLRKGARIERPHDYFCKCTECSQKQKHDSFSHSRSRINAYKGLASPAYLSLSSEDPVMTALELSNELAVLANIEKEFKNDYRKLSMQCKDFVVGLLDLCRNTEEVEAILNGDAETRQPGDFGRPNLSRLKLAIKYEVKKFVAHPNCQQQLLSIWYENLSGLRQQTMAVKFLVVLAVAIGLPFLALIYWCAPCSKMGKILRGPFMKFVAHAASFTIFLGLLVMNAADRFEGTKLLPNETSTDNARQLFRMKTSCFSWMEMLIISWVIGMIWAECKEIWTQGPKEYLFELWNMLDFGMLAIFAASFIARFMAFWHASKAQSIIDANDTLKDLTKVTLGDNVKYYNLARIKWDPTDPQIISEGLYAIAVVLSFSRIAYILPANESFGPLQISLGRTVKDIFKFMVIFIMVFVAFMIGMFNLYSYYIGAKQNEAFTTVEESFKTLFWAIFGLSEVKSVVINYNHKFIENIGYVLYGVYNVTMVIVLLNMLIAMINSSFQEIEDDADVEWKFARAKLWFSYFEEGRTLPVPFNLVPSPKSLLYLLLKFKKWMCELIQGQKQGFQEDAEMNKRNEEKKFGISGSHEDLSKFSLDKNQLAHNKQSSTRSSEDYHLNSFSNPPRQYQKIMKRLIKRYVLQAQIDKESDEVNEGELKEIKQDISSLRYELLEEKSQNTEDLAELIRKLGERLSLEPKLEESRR
# TMEM16A inh: blocks the mouse calcium-activated chloride channel TMEM16A; Q8BHY3; hit rate 1.2% among 310,000; HEK293 TMEM16A/YFP iodide influx fluorescence, ionomycin; normalized B-score (activity score, 25-100; higher = stronger inhibition) at 10 µM;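 active means ratio plate-corrected score three or more library SD toward inhibition, starting fluorescence score within five deviations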;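 further: score derived from kinetic fluorescence span divided by baseline fluorescence per well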
# TRPC4 inh: inhibitors of mouse TRPC4 channel; Q9QUQ5; HEK293 TRPC4beta/mu-opioid, DAMGO-evoked Fluo4 calcium flux; active compounds read low; B-score at 10 µM; hit rate 0.39% among 300,000;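 active means B-score over 3 SD under the library average, no early fluorescence shift, positive overall ratio signal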
#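 material = TRPC4beta/mu-opioid receptor HEK293 cell line | probe or stimulus = sequential submaximal and maximal DAMGO stimulation | compound dosing = one concentration per compound | measured by = Fluo4 Ca2+ flux fluorescence | evaluation = integrated fluorescence ratio relative to baseline, converted to per-well B score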
# MrgX1 antagonist: antagonists of human MrgX1 receptor; hit rate 1.3% among 310,000; MRGX1-HEK293 calcium flux, Fluo-4, BAM8-22 antagonism; active compounds read low; B-score at 10 µM;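 active means calcium-response B-score plate-corrected more than 3 library SD below zero, starting fluorescence within 5 deviations, no agonist response on first addition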;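 further: peak minus trough fluorescence over baseline after final BAM8-22 challenge near maximal dose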
# TRPC4 potent: allosterically enhances the mouse TRPC4 cation channel. hit rate 0.42% among 310,000. AID 2227. HEK293 TRPC4beta/mu-opioid, DAMGO EC20, Fluo-4 Ca2+ flux; active compounds read high. B-score at 10 µM;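 active means B-score of calcium response area above 5 SD of library B-scores, with initial fluorescence ratio within 5 SD of library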;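 further: B-score of integrated fluorescence ratio over time as area under calcium response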
# TMEM16A act: activators or potentiators of mouse TMEM16A chloride channel | B-score at 10 µM | HEK293 TMEM16A/YFP-H148Q/I152L, iodide quench fluorescence; active compounds read low | hit rate 0.3% among 340,000 | AID 623877;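 active means fluorescence-ratio B-score plate-corrected deviation score at least 3 library SD below zero, with starting fluorescence score within 5 deviations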;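 further: channel opened by trigger with iodide after compound preincubation; score built on the fluorescence ratio of max minus min over baseline; more negative score means more quench and so TMEM16A activation or potentiation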
# TRPC4 act: opens the mouse TRPC4 cation channel. hit rate 0.49% among 310,000. B-score at 10 µM. Q9QUQ5. HEK293 TRPC4beta/mu-opioid, Fluo4 calcium fluorescence; active compounds read high;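 active means B-score above 5 SD of library B-scores, and initial fluorescence ratio not above library mean plus 5 SD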;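 further: positive B-score marks a calcium rise read as TRPC4 activation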
#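 Material: HEK293 stable line with TRPC4beta plus mu-opioid receptor; technique: Fluo4 calcium-sensitive dye fluorescence, kinetic, 1 Hz baseline; timing: Fluo4 dye loading 45 min at room temperature, 110 s recording; controls: assay buffer as low control, maximal DAMGO as high control; read-out: integrated baseline-normalised fluorescence ratio, converted to per-well B score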
# MrgX1 agonist: agonists of human MrgX1 receptor. Q96LB2. MrgX1-HEK293 cells, Fluo-4 calcium fluorescence, agonist mode; active compounds read high. B-score at 10 µM. hit rate 0.44% among 310,000. AID 588627;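 active means calcium response B-score plate-corrected fluorescence ratio at least 3 library SD, with starting fluorescence B-score inside 5 SD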
#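 Assay system: stable human MrgX1 HEK293 cell line. Quantity: 15,000 cells per well. Schedule: cells plated overnight, dye loaded 0.5 h 37 °C, 0.5 h room temperature. Detection: Fluo-4 NW calcium-flux fluorescence, kinetic read. Read-out basis: peak-minus-minimum fluorescence over baseline, converted to B scores. Control set: positive and negative control wells on each plate.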
# SKKanGAS inh: blocks kanamycin growth of S. pyogenes SKKanGAS strain; hit rate 1.3% among 300,000; BacTiter-Glo, 6 h; inhibition, % at 7.5 µM; AID 1662;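 active means mean replicate score, as percent of positive control median, at least 50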;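 further: strain carries kanamycin resistance gene driven by streptokinase promoter and grows in 40 µg/ml kanamycin; loss of luminescence reflects streptokinase promoter inhibition or plain growth inhibition; 0% = median of DMSO wells and 100% = positive control at its reference dose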
# TRPC6 inhibitor: mouse TRPC6 channel inhibition; HEK293-TRPC6, membrane potential dye, ACh-evoked depolarization; active compounds read low; hit rate 1.1% among 310,000; AID 2553; Q61143; B-score at 10 µM;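 active means B-score under library mean minus 3 SD, initial fluorescence not abnormally high, positive integrated signal ratio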;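 further: B-score derived from integrated fluorescence ratio over the kinetic read; more negative B-score means stronger inhibition of depolarization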
# The depositor's hits bear a star; i = inactive; nt = no result given. Compounds were not picked by outcome; 6.7% or so of the library scored in one or more.
SMILES	MrgX1 PAM	TRPC6 activator	TMEM16A inh	TRPC4 inh	MrgX1 antagonist	TRPC4 potent	TMEM16A act	TRPC4 act	MrgX1 agonist	SKKanGAS inh	TRPC6 inhibitor
Cc1ccnc(NS(=O)(=O)c2ccc(NC(=O)C3COc4ccccc4O3)cc2)n1 (stereo not given)	i	i	i	i	i	i	i	i	i	-6	i
CCC(CC)C(=O)Nc1nnc(S(=O)(=O)N(CC)c2ccc(OC)cc2)s1	i	i	i	i	i	i	i	i	i	14	i
CCCc1cc(C(=O)N/N=C/c2cccn2C)cs1	i	i	i	i	i	i	i	i	i	2	i
O=c1c2ccccc2c(C=Nc2ccc(O)cc2)c(O)n1-c1nccs1	i	i	i	i	i	i	nt	i	i	12	i
O=S(=O)(Nc1cc(C(F)(F)F)ccc1N1CCOCC1)c1ccc2ccccc2c1	i	i	i	i	i	i	i	i	i	17	i
N#CCCCCn1ccc(NC(=O)c2ccc(Cl)cc2O)n1	i	i	i	i	i	i	i	i	i	-3	i
CCOc1cc(N2CCOCC2)c(OCC)cc1NC(=O)[C@H](C)NC(=O)c1ccco1	i	i	i	i	i	i	i	i	i	-1	i
CC(=O)c1cccc(NC(=O)/C(=C\c2cccnc2)NC(=O)c2ccccc2)c1	i	i	i	i	i	i	i	i	i	-5	i
O=C(c1ccccc1)c1ccc(OCC(O)CN2CCN(Cc3ccccc3)CC2)cc1 (stereo not given)	i	i	100*	i	i	i	i	i	i	-6	i
COc1cccc(-c2cc(C(=O)N3C(C)CCCC3C)no2)c1 (stereo not given)	i	i	i	i	i	i	i	i	i	-2	i
CC(=O)N1N=C(c2ccco2)CC1c1ccco1 (stereo not given)	i	i	i	i	i	i	i	i	i	-2	i
Cc1ccc(NC(C)C(=O)N/N=C/c2ccc([N+](=O)[O-])s2)cc1 (stereo not given)	i	i	i	i	i	i	i	i	i	-1	i
COc1cc(NC(=O)N[C@@H](Cc2ccccc2)C(=O)O)cc(OC)c1	i	i	i	i	i	i	i	i	i	-4	i
CCC(C)(C)NC(=O)C(c1ccncc1)N(C(=O)c1sc(C)nc1C)c1ccc(F)cc1 (stereo not given)	i	i	i	i	i	i	i	i	i	5	i
O=C(CN1CCCC1)N1c2ccccc2Sc2ccccc21	i	i	i	i	i	i	i	i	i	0	i
CC(C)OCCCNC(=O)C(NS(=O)(=O)c1ccc2c(c1)c(=O)n(C)c(=O)n2C)c1ccccc1 (stereo not given)	i	i	i	i	i	i	nt	i	i	5	i
S=C(NCc1ccccc1)NCc1ccc(Cl)cc1	i	i	i	i	i	i	i	i	i	nt	i
Cc1ccc(-c2nn(-c3ccccc3)cc2NC(=O)CCl)cc1	i	i	i	i	i	i	i	i	i	-4	i
Cc1ccc(S(=O)(=O)N2CCC(C(=O)N3CCC[C@H]3C(=O)NCc3ccco3)CC2)cc1	i	i	i	i	i	i	i	i	i	8	i
CC1Cc2ccccc2N1c1ncnc2nc[nH]c12 (stereo not given)	i	i	i	i	i	i	i	i	i	-3	i
CC1CCN(CCCNC(=O)C2CC(=O)N(C3CCCCCC3)C2)CC1 (stereo not given)	i	i	i	i	i	i	i	i	i	-4	i
CS(=O)(=O)c1cnc(-c2ccccc2)nc1Oc1ccc(F)cc1	i	i	i	i	i	i	i	i	i	-2	i
S=c1[nH]nc(-c2ccco2)n1/N=C/C=C/c1ccccc1	i	i	i	i	i	i	i	i	i	-10	i
COc1ccc(-c2ccc(-c3noc(-c4ccco4)n3)c(OC)n2)cc1	i	i	i	i	i	i	i	i	i	-11	i
Cc1nnc(-c2cnn(C)c2N)n1Cc1ccc2c(c1)OCO2	i	i	i	i	i	i	i	i	i	-6	i
COc1ccc(OCCN2CCOCC2)cc1	i	i	i	i	i	i	i	i	i	3	i
COc1ccc2c(c1)SC1=NCCS(=O)(=O)N12	i	i	i	i	i	i	i	i	i	-2	i
CC1(C)CC(=O)c2sc(NC(=O)C(C)(C)C)nc2C1	i	i	i	i	i	i	i	i	i	11	i
CCCN1CCC(=O)N([C@H](CN=[N+]=[N-])Cc2ccccc2)CC1	i	i	i	i	i	i	i	i	i	4	i
CC(C)CNC1CCS(=O)(=O)C1 (stereo not given)	i	i	i	i	i	i	i	i	i	-9	i
CC(NC(=O)CSc1nc2sc3c(c2c(=O)n1-c1ccccc1)CCCC3)c1ccccc1 (stereo not given)	i	i	i	i	i	i	i	i	i	9	i
Cc1ccc(C)c(C(=O)NCCN(C)C)c1	i	i	i	i	i	i	i	i	i	-3	i
CC(=O)Nc1sc(C)c(C)c1C(=O)OCC(=O)N(C)c1c(N)n(Cc2ccccc2)c(=O)[nH]c1=O	i	i	i	i	i	i	i	i	i	-5	i
Cc1ccc(C)c(OCC(=O)OCC(=O)Nc2c(C)nn(-c3ccccc3)c2C)c1	i	i	i	i	i	i	i	i	i	-5	i
C=CCNC(=S)Nc1sc2c(c1C(=O)OCC)CCN(C(=O)OCC)C2	i	i	i	i	i	i	i	i	i	14	i
CC(=O)N1c2ccc(S(=O)(=O)NCC3CCC(C(=O)N4CCCCC4)CC3)cc2CC1C (stereo not given)	i	i	i	i	i	i	i	i	i	1	i
CC(C)OC(=O)C1C2C=CC3(CN(Cc4cccs4)C(=O)C13)O2 (stereo not given)	i	i	100*	i	i	i	i	i	i	-3	i
O=C(NCCCCNC(=O)c1ccco1)c1ccco1	i	i	i	i	i	i	i	i	i	-2	i
O=C(Cn1cnc2ccccc21)OCC(=O)N1CCCc2ccccc21	i	i	i	i	i	i	i	i	i	3	i
CS(=O)(=O)N(CC(=O)N1CCN(c2ccc(F)cc2)CC1)c1cccc(Cl)c1	i	i	i	i	i	i	i	i	i	-3	i
Cc1ccc(-n2ncc3c2CCCC3NC(=O)CCc2cnn(C)c2)cc1C (stereo not given)	i	i	i	i	i	i	i	i	i	-1	i
O=C(CCn1nc(-c2ccc(Cl)cc2)ccc1=O)N1CCN(c2ccccn2)CC1	nt	i	nt	i	nt	i	i	i	nt	-16	i
COCCCNC(=S)NNC(=O)c1ccccc1Br	i	i	i	i	i	i	i	i	i	2	i
CCCN(CCC)CCCNC(=S)Nc1ccc2nc(N3CCN(CC)CC3)cc(C)c2c1	i	i	i	i	i	i	i	i	i	-5	i
COC(=O)C(C)NC(=O)C1CCCN1S(=O)(=O)c1cc(C)c(Cl)cc1C (stereo not given)	i	i	i	i	i	i	i	i	i	0	i
O=C(NS(=O)(=O)Nc1ccc(Cl)cc1)c1c[nH]c2ccccc12	i	i	i	i	i	i	i	i	i	-7	i
C=CCn1c(CNC(=O)c2ccccc2F)nnc1SCC(=O)NC(C)c1ccccc1 (stereo not given)	i	i	i	i	i	i	i	i	i	2	i
COc1cc(/C=C2/OC(=O)c3cc([N+](=O)[O-])ccc32)cc(OC)c1OC	i	i	i	i	i	i	i	i	i	13	i
COc1cc(C(=O)Sc2ccc(Cl)cc2)cc(OC)c1OC	i	i	i	i	i	i	i	i	i	-4	i
CSc1nnc(-c2ccc(Br)s2)n1C	i	i	i	i	i	i	i	i	i	0	i
CC(C(=O)Nc1ccc(O)cc1C(=O)O)N1C(=O)/C(=C\c2cccs2)SC1=S (stereo not given)	i	i	i	i	i	i	i	i	i	12	i
COC(=O)COC(=O)c1ccccc1NC(=O)c1ccccc1	i	i	i	i	i	i	i	i	i	-7	i
CCC1(C(=O)OC)NC(c2ccccc2OC)C2C(=O)N(C)C(=O)C21 (stereo not given)	i	i	i	i	i	i	i	i	i	1	i
O=C(NCCCN1CCOCC1)c1ccco1	i	i	i	i	i	i	i	i	i	-1	i
O=C(CCN1CCOCC1)NCC1COc2ccccc2O1 (stereo not given)	i	i	i	i	i	i	i	i	i	-4	i
CCCCCNc1nc(N2CCCC2)c2c(c1C#N)CCN(C)C2	i	i	i	i	i	i	i	i	i	8	-6.6*

# (further entries)
SMILES	MrgX1 PAM	TRPC6 activator	TMEM16A inh	TRPC4 inh	MrgX1 antagonist	TRPC4 potent	TMEM16A act	TRPC4 act	MrgX1 agonist	SKKanGAS inh	TRPC6 inhibitor
CC(C)CC(C(=O)NC1CCCCC1)N(Cc1cccs1)C(=O)c1snc(C(N)=O)c1N (stereo not given)	i	i	i	i	i	i	i	i	i	4	i
Cc1cccc2nc(CNc3ccc(F)cc3)cn12	i	i	i	i	i	i	i	i	i	0	i
O=C(NCCc1ccccc1)c1coc(=O)c(Br)c1	i	i	i	i	i	i	nt	i	i	5	i
Nc1nc(-c2ccc3ccccc3c2)c(C2(O)C(=O)Nc3c(Br)cc(F)cc32)s1 (stereo not given)	i	i	i	i	i	i	i	i	i	-8	i
CCc1cc(=O)oc2c(C)c(OS(C)(=O)=O)ccc12	i	i	i	i	i	i	i	i	i	-5	i
COc1ccc(OC)c(C(=O)Cn2cnc3ccccc3c2=O)c1	i	i	i	i	i	i	i	i	i	-7	i
CCN=C1S/C(=C\c2cc(Br)c(O)c(OC)c2)C(=O)N1CC	i	i	i	i	i	i	i	i	i	8	i
O=C1[C@@H]2Cc3c([nH]c4ccccc34)CN2C(=O)CN1CCCO	i	i	i	i	i	i	i	i	i	-2	i
Oc1ccc(Cl)cc1CNc1cnc2ccccc2c1	i	i	i	i	i	i	i	i	i	27	i
CC(C)CC(=O)NC(=S)Nc1ccccn1	i	i	i	i	i	i	i	i	i	-15	i
c1csc(-c2csc3ncnc(NCCCN4CCOCC4)c23)c1	i	i	i	i	i	i	i	i	i	-3	i
CC(Oc1ccc(Br)cc1)C(=O)Nc1nnc(C2CC2)s1 (stereo not given)	i	i	i	i	i	i	i	i	i	-2	i

# Screening results deposited in PubChem BioAssay by several laboratories.
